High-throughput results: PubChem, several laboratories
MC4R ag barr: MC4R agonists recruiting beta-arrestin, primary screen, cell-based, luminescence, agonist arm of biased-ligand search; activation, % at 8.9 µM; U2OS MC4R beta-arrestin complementation; percent of melanotan II response, DMSO zero; hit rate 0.98% among 360,000; Melanocortin receptor 4 (Homo sapiens), P32245;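 active = activation above a per-plate cutoff, the mean activation of sample wells on that plate plus 3 SD, cut at about 8% in these data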
ABHD5 PLIN5 PPI: ABHD5-PLIN5 interaction inhibitors, primary screen, cell lysate, split luciferase complementation, luminescence | Perilipin-5 (Homo sapiens) + 1-acylglycerol-3-phosphate O-acyltransferase ABHD5 (Homo … | Split G. princeps luciferase complementation, 4 h | inhibition, % at 4 µM | hit rate 0.78% among 360,000 | AID 602281, 2012;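 active = inhibition above the mean inhibition across every tested compound plus 3 SD, cut at about 22% in these data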;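 also: 0% = DMSO only wells and the 100% control is not disclosed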
HTR2A ag: mouse Htr2a agonists via beta-arrestin recruitment, primary screen, cell-based, luminescence; 5-hydroxytryptamine receptor 2A (Mus musculus), P35363; hit rate 0.66% among 360,000; activation, % at 7.6 µM; CHO-K1 mHTR2A beta-arrestin complementation; percent of 30 µM serotonin response;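 active = activation above a run cutoff, the mean activation of all tested compounds plus 3 SD, cut at about 14% in these data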;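 also: 0% = plate median of compound wells and 100% = 30 µM serotonin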
H9c2 protect: cardioprotection against H2O2-induced cell death, primary screen, uHTS, H9c2 cells, ATPLite luminescence | AID 588492, 2011 | hit rate 0.63% among 360,000 | protection from H2O2 cell death, % at 20 µM | H9c2 cardiomyocytes, H2O2 injury protection, 2 h;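 active = compounds giving at least 50% protection of heart cells from peroxide-induced death in the single-dose screen, raw or plate-pattern-corrected value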;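 also: 0% = DMSO wells with peroxide and 100% = DMSO wells without peroxide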
MC4R antagonist: MC4R antagonists of cAMP signaling, primary screen, cell-based, TR-FRET, antagonist arm of biased-ligand search; MC4R-expressing cells, MTII-stimulated cAMP, LANCE TR-FRET; AID 540295, 2011; inhibition, % at 6.5 µM; Melanocortin receptor 4 (Homo sapiens), P32245; hit rate 0.48% among 360,000;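 active = inhibition above its plate's cutoff, the mean of tested wells on that plate plus 3 SD, cut at about 29% in these data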;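 also: 0% = Melanotan II alone and 100% = Melanotan II plus saturating MCL0020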
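Assay system: human MC4R-expressing U2OS cells; reagent: Melanotan II stimulation of cells; dosing: 6.5 µM single dose; timing: compound 30 min, challenge 1 h, detection 1 h; signal: TR-FRET cAMP assay; replicates: one well per compound, no replicates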
aDG glyco act: activators of alpha-DG glycosylation, primary screen, uHTS, Pro5-aDG cells, AlphaScreen | AID 624168, 2012 | alpha-DG glycosylation AlphaScreen (IIH6); 0% Pro5, 100% B10-LARGE cell signal | activation, % at 10 µM | hit rate 0.22% among 360,000;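 active = activation of at least 8% versus controls, or a plate z-score of at least 8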;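 also: Pro5 are CHO cells carrying HIG-tagged alpha-DG that lacks glycosylation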
ABCB6 inh 2: ABCB6 transporter inhibitors, primary screen, K562-ABCB6 cells, flow cytometry, MLPCN library | ATP-binding cassette sub-family B member 6 (Homo sapiens), Q9NP58 | K562-ABCB6 porphyrin accumulation, 1 h; stronger effect = lower value | fluorescence ratio to DMSO, % at 10 µM | hit rate 0.19% among 360,000 | AID 602162, 2011;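 active = fluorescence ratio to DMSO below 75%, the collection mean minus 3 SD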;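 also: signal is porphyrin accumulated inside mitochondria; 100% equals median channel fluorescence of DMSO control wells; lower ratio means ABCB6 inhibition with less porphyrin fluorescence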
Target sequence (Q9NP58 whole entry, looked up): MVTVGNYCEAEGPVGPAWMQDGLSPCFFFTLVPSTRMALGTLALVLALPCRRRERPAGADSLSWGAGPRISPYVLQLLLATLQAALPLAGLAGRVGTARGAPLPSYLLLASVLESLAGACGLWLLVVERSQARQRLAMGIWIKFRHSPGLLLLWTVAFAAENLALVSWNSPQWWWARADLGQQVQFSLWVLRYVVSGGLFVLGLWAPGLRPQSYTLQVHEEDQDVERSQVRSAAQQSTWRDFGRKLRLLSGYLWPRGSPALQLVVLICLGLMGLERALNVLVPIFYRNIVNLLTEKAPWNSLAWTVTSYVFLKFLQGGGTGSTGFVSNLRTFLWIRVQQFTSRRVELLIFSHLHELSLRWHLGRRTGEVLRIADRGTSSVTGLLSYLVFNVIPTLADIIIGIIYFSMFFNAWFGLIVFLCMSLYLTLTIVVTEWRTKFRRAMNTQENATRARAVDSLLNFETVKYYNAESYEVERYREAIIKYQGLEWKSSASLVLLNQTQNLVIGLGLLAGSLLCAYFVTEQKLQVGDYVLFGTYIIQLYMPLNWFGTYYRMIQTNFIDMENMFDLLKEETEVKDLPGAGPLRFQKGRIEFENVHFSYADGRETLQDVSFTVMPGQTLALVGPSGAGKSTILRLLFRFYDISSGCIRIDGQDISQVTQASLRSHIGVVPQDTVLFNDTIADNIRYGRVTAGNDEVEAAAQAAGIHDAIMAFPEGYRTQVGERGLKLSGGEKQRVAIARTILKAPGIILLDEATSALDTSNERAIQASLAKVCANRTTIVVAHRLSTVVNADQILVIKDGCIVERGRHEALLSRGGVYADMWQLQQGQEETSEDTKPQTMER
Glyco luc inh: increase of ERlucT glycosylation luciferase signal, primary screen, N-linked glycosylation inhibitor project, D54 ERlucT cells, luminescence, set 2 | D54 ERlucT glycosylation luciferase reporter, 24 h; percent of 100 nM tunicamycin response | reporter increase, % at 12.5 µM | hit rate 0.23% among 360,000 | AID 588692, 2011;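 active = mean luciferase reporter signal, scaled so untreated is 0 and the glycosylation-blocking control 100, at or above a set limit in every replicate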;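 also: luciferase carries N-glycosylation sites so blocking glycosylation raises the light; 0% = median of neutral control wells and 100% = median of 100 nM tunicamycin wells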
Granule exo inh: LAMP-1 surface exposure blockers, TALL-104 cells – cell-based, flow cytometry, MLPCN library, primary screen; hit rate 0.66% among 360,000; TALL-104 LAMP-1 surface exposure; cells stimulated with thapsigargin and PMA; inhibition, % at 10 µM; AID 651702, 2012;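 active = inhibition above about 55%, limit read from the data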
hiPSC survival: enhancers of single-cell hiPSC survival, primary screen, ATPlite luminescence. 100% = ROCK inhibitor wells, 0% = DMSO. AID 602274, 2012. survival enhancement, % at 20 µM. hit rate 0.044% among 360,000; in the data active = survival enhancement above about 18%;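 also: cells exposed to compounds for 16 hours before the ATP read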
Starred values were filed as active, the others as inactive; . = not tested or not shown.

SMILES	MC4R ag barr	ABHD5 PLIN5 PPI	HTR2A ag	H9c2 protect	MC4R antagonist	aDG glyco act	ABCB6 inh 2	Glyco luc inh	Granule exo inh	hiPSC survival
C=CC[C@H](CC(=O)NCCO)C(=O)N[C@H](COC(=O)[C@@H](CC=C)Cc1ccc(F)cc1)C(C)(C)C	1.4	4	11	-3	8	0.1	99	-2	2	-1.7
C=CCn1c(=O)c(C(=O)Nc2ccc(C)cc2)c(O)c2ccccc21	-1.1	-8	0	9	11	0.1	95	4	4	-0.8
CC(=O)Nc1ccc(NC(=O)COC(=O)CCc2nc3ccccc3s2)cc1	0.0	-1	-6	-9	12	0.0	107	1	2	0.0
CCCn1c(OC)nc2c1c(=O)n(C)c(=O)n2C	0.7	-4	0	10	5	0.1	89	1	0	1.6
O=C(O)C1C(c2ccccc2)C(C(=O)OCc2ccco2)C1c1ccccc1 (stereo not drawn)	-1.5	4	-1	11	3	0.2	76	1	0	1.5
CCOc1cccc2cc(C(=O)NCc3ccc(F)cc3)c(=N)oc12	-3.6	-2	0	-7	5	0.1	91	6	3	-0.5
O=S(=O)(c1cnc[nH]1)N1CCN(c2ccc(F)cc2)CC1	3.1	-3	2	4	16	-0.1	91	-1	-1	-0.2
Cc1c(OCc2ccccc2)c(=O)ccn1Cc1ccc(Cl)cc1	-0.2	1	-5	-23	-3	1.7	95	-3	2	-1.1
CC(C)(C)C(=O)Nc1ccc(C(=O)CN2C(=O)NC3(CCOc4ccccc43)C2=O)cc1 (stereo not drawn)	-1.1	-5	8	-1	4	0.2	102	0	-1	0.0
Cc1cn([C@H]2C[C@H](O)[C@@H](CCC(=O)NCCCn3ccnc3)O2)c(=O)[nH]c1=O	-1.6	5	2	5	0	-0.1	96	1	-1	-0.5
CCCc1cc(=O)oc2cc(C)cc(OCC(=O)NC(Cc3ccc(Cl)cc3)C(=O)O)c12 (stereo not drawn)	-0.6	-19	-3	6	-2	-0.1	94	0	-2	5.4
COc1ccc(-c2sc3ccc(N4CCOCC4)cc3c2C#Cc2ccsc2)cc1	-0.7	3	-3	-3	5	-0.7	95	9	2	-0.4
Cc1ccc(S(=O)(=O)Nc2c(C)n(C)n(-c3ccccc3)c2=O)c(C)c1	-1.8	-2	-1	4	-6	-0.1	96	1	-1	-0.5
Cc1ccc(NC(=S)N(Cc2ccccc2)Cc2cccs2)c(C)c1	-0.9	-8	1	-5	4	0.2	104	-3	0	-0.4
CCN1CCN(c2ncnc3c2cnn3-c2ccccc2)CC1	0.9	8	5	1	2	-0.2	99	-1	5	0.1
COc1ccc(CN(C(=O)c2ccco2)C2CCS(=O)(=O)C2)cc1 (stereo not drawn)	1.8	-4	2	-3	18	0.1	101	0	-2	-0.3
CC(=O)c1sc(NC(=O)CN2C(=O)NC3(CCCC3)C2=O)nc1-c1ccccc1	-1.5	-10	2	-5	6	-0.2	94	2	-4	1.2
Cc1oc(C(=O)O)cc1COc1cccc2cccnc12	-0.9	3	1	10	-3	-0.4	90	0	-5	-3.2
COc1ccc(-n2nc3c(N)n[nH]c3cc2=O)cc1	-1.4	-3	8	-1	-18	0.1	99	2	3	0.7
CCOc1ccc(S(=O)(=O)NCCC(=O)N2CC(C)OC(C)C2)cc1 (stereo not drawn)	-3.1	3	-2	0	7	0.2	98	1	7	-0.4
COc1ccc(N2CCN(S(=O)(=O)c3cc(-c4cc(C)no4)ccc3C(C)C)CC2)cc1	-1.2	-8	1	1	-6	-0.2	99	5	10	-0.2
Cn1c(=O)c2[nH]c(CN3CCCCC3)nc2n(C)c1=O	-1.1	9	-4	2	7	-0.2	87	1	-1	1.7
Cc1ccccc1-c1cc2nc(NCc3ccc(N(C)C)cc3)n(C)c(=O)c2s1	-0.3	-7	-2	-7	18	-0.5	94	-2	6	1.4
C=CCn1cnc2c(nnn2-c2ccc(OC)c(OC)c2)c1=O	0.2	1	1	-1	-2	0.2	93	0	-2	-1.0
O=C(c1ccc(CSc2ccc(Cl)cc2)o1)N1CCOCC1	.	0	-4	-1	.	0.0	92	-2	6	1.3

Further compounds:
SMILES	MC4R ag barr	ABHD5 PLIN5 PPI	HTR2A ag	H9c2 protect	MC4R antagonist	aDG glyco act	ABCB6 inh 2	Glyco luc inh	Granule exo inh	hiPSC survival
COc1cc(-c2nc3cnccn3c2Nc2c(C)cccc2C)ccc1O	-1.2	11	3	6	4	-0.1	95	5	-1	-1.2
C/C(=N\N=C\c1ccc(N(C)C)cc1)c1cccc([N+](=O)[O-])c1	-2.0	-9	0	-12	7	-0.2	100	1	-6	-1.3
Cc1nn2c(CN(C(=O)c3ccco3)c3ccccc3)nnc2c2ccccc12	-1.2	6	1	-1	5	0.0	98	7	0	-1.1
O=c1c(-c2ccc(O)cc2)coc2c([C@@H]3O[C@H](CO)[C@@H](O)[C@H](O)[C@H]3O)c(O)ccc12	0.4	-6	0	0	2	-0.5	97	-1	-2	-2.4
COC(=O)c1cc(C)sc1NC(=O)CC1Nc2ccccc2NC1=O (stereo not drawn)	1.4	-1	4	3	-12	-0.3	119	5	0	0.4
CCOc1ccc(N2C(=O)CC(SC(=NC)Nc3cccc(F)c3)C2=O)cc1 (stereo not drawn)	5.5	-1	-4	-2	4	0.2	101	2	3	-2.1
Brc1cnc(N2CCCCC2)nc1N1CCOCC1	-1.6	-5	-4	-13	7	0.1	101	0	-1	-0.3
COc1cccc(NC(=O)CN(Cc2ccccc2)S(C)(=O)=O)c1	-1.6	2	5	0	7	-0.2	98	-1	-2	-0.5
Cc1ccccc1C(=O)Nc1nc(-c2cccnc2)cs1	0.4	-7	0	-2	16	0.1	101	0	-6	-0.6
CN(Cc1ccccc1)CC1CCCN(CCc2ccccc2F)C1 (stereo not drawn)	-1.1	-8	-8	10	-2	-0.2	93	-3	54	-0.5
O=C(NC(=S)Nc1ccccc1N1CCCC1)c1ccc(-c2cccc([N+](=O)[O-])c2)o1	-2.7	-7	4	30	11	-0.5	99	0	1	0.0
O=C(Cc1ccc(N2CCNC2=O)cc1)N1CCCC(Nc2cccc(F)c2)C1 (stereo not drawn)	-3.0	5	2	0	-15	-0.1	100	14	5	-0.4
O=C1CS(=O)(=O)N(Cc2ccc(F)cc2)c2ccccc21	2.4	-9	0	-2	20	0.2	97	-2	-3	0.6
Clc1ccc(COn2c(-c3ccc(Cl)cc3Cl)nc3ncccc32)cc1	0.1	1	5	-13	12	0.2	112	-1	4	3.9
COCCNC(=S)Nc1ccc([N+](=O)[O-])cc1C	-2.2	2	-1	-3	-2	0.0	99	-1	7	-0.4
O=C(CN1CCN(C(c2ccccc2)c2ccccc2)CC1)NCc1ccccc1	-0.3	3	-7	1	5	0.5	99	0	2	0.8
CC(=O)c1c(C)[nH]c(C(=O)Nc2ccccn2)c1C	-4.4	-6	15*	-9	7	0.1	97	-5	4	0.1
CN(C(=O)c1ccncc1)c1nnc(-c2ccncc2)s1	-1.4	-3	0	7	7	0.0	94	0	0	-2.7
CCOc1ccc(NCc2cccn2-c2nnc(N3CCC(C(=O)NCCCN4CCCCC4CC)CC3)s2)cc1 (stereo not drawn)	-0.7	3	-12	-12	5	0.3	98	-3	8	-0.1
Cc1noc(C)c1COc1cccc(C(=O)Nc2cccnc2)c1	-2.1	-2	-6	-4	6	-0.5	92	0	-3	-0.6
O=C(O)c1ccccc1C(=O)NCc1ccc2c(c1)OCO2	2.4	4	5	2	2	-0.2	92	0	-2	0.2
c1ccc(N2CCN(c3nc(-c4ccccn4)nc4ccccc34)CC2)cc1	-2.6	4	0	22	6	2.4	88	2	-5	3.6
CCCn1c(=O)c2c(C(=O)OCC)cc(-c3ccco3)nc2n(CCC)c1=O	-0.8	2	2	-2	9	0.0	95	-1	0	0.7
COc1ccc(/C=N/NC(=O)c2ccccc2O)cc1CSc1ccccn1	0.6	4	2	6	13	-0.1	102	0	0	-0.5
O=C(N/N=C/c1c[nH]c2ccccc12)c1cccs1	-1.3	0	3	34	0	-0.1	95	7	-7	-0.5

Some of the entries above, reformatted:
Brc1cnc(N2CCCCC2)nc1N1CCOCC1
  MC4R ag barr: -1.6
  ABHD5 PLIN5 PPI: -5
  HTR2A ag: -4
  H9c2 protect: -13
  MC4R antagonist: 7
  aDG glyco act: 0.1
  ABCB6 inh 2: 101
  Glyco luc inh: 0
  Granule exo inh: -1
  hiPSC survival: -0.3

COc1cccc(NC(=O)CN(Cc2ccccc2)S(C)(=O)=O)c1
  MC4R ag barr: -1.6
  ABHD5 PLIN5 PPI: 2
  HTR2A ag: 5
  H9c2 protect: 0
  MC4R antagonist: 7
  aDG glyco act: -0.2
  ABCB6 inh 2: 98
  Glyco luc inh: -1
  Granule exo inh: -2
  hiPSC survival: -0.5

Cc1ccccc1C(=O)Nc1nc(-c2cccnc2)cs1
  MC4R ag barr: 0.4
  ABHD5 PLIN5 PPI: -7
  HTR2A ag: 0
  H9c2 protect: -2
  MC4R antagonist: 16
  aDG glyco act: 0.1
  ABCB6 inh 2: 101
  Glyco luc inh: 0
  Granule exo inh: -6
  hiPSC survival: -0.6

CN(Cc1ccccc1)CC1CCCN(CCc2ccccc2F)C1 (stereo not drawn)
  MC4R ag barr: -1.1
  ABHD5 PLIN5 PPI: -8
  HTR2A ag: -8
  H9c2 protect: 10
  MC4R antagonist: -2
  aDG glyco act: -0.2
  ABCB6 inh 2: 93
  Glyco luc inh: -3
  Granule exo inh: 54
  hiPSC survival: -0.5

The listing continues.
SMILES	MC4R ag barr	ABHD5 PLIN5 PPI	HTR2A ag	H9c2 protect	MC4R antagonist	aDG glyco act	ABCB6 inh 2	Glyco luc inh	Granule exo inh	hiPSC survival
COCCN(C(=O)CNC(=O)c1ccco1)C(C(=O)NC1CCCCC1)c1cccc(OC)c1 (stereo not drawn)	-2.3	-8	2	1	2	0.2	93	0	-3	-1.9
Cc1ccc(C(=O)NC(=S)N2CCN(C)CC2)cc1	-2.2	4	0	2	8	0.1	99	1	-3	-0.1
O=S1(=O)CCN2C(c3ccco3)=CSC2=N1	-1.6	-2	3	-4	2	0.0	104	1	0	-1.8
O=C(NNC(=O)C1CC1)c1cccc([N+](=O)[O-])c1	-4.5	1	-2	0	5	0.7	95	1	-30	-0.5
CCOC(=O)c1cc(S(=O)(=O)NC2CCN(C(=O)OCC)CC2)cn1C	4.7	2	1	-9	5	0.1	100	-2	2	1.0
CCc1nc2ccccc2c(C(=O)O)c1C	-2.5	6	2	-2	0	-0.2	102	2	1	1.3
